IkB signaling – inhibitors of IkB signaling in ABC-DLBCL cells | Potency, µM (top dose mostly 57.1 µM), inactives show at the highest dose IkBa stabilization activation | ABC-DLBCL IkBa-CBG/CBR dual luciferase ratio, 4 h; response scale: scaled: untreated 0%, proteasome inhibitor 100% | hit rate 0.04% among 110,000 | AID 445; active = well fitted curve in the direction sought with a large enough effect in the signal ratio, not every such curve was filed as active; inconclusive = small, poorly fitted or top-dose-only effect, or a change in a side signal; the % refers to the signal ratio;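 also: the direction sought is a rising ratio; 0% = basal untreated cells and 100% = reference inhibitor full response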
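In this assay, an IκBα–CBG68 fusion accumulates when IKK-driven degradation is blocked; native CBR normalizes for cell number. OCI-Ly3 cells were treated 4 h with compound and doxycycline, then green and red light read after Chroma-Glo addition.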
Peg3 imprint – genomic imprint erasure induction; mouse ES Peg3-LacZ reporter, beta-gal luminescence, 40 h; Potency, µM (top dose mostly 60.7 µM), for the others: at the highest dose activity change, positive = activation, most hits filed as activators; hit rate 0.02% among 110,000; AID 1948;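 also: 0% = negative control wells on the plate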
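Imprint erasure is scored as LacZ activity from the silenced maternal Peg3 allele in feeder-free female ES cells cultured 40 h with LIF. Luminescence is normalized to in-plate negative controls and fitted to the Hill equation.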
p53ts 32C tox – p53ts cell cytotoxicity, permissive temperature; H1299-p53A138V at 32C, ATP luminescence viability, 24 h; Potency, µM (titrated, usually from 46.1 µM), for inactives: at the top dose activity change, negative = cytotoxicity, usual class: cytotoxic; hit rate 0.93% among 130,000; AID 924;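 also: 0% = DMSO and -100% = full killing by reference compound; nearly all actives have a fitted effect of over 55% in size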
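ATP-content luminescence (ATPlite) read-out after 24 h compound exposure at 32C in H1299-p53A138V cells (600/well). Tested up to 46 uM. Normalized to DMSO (0%) and 100 uM tamoxifen (100% killing); Hill-fit AC50.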
p53ts 39C tox – p53ts cell cytotoxicity, nonpermissive temperature. H1299-p53A138V viability at 39C, ATP luminescence, 24 h. Potency, µM (series often up to 46.1 µM), for the others: at the highest dose activity change, negative = cell killing, usual class: cytotoxic. hit rate 1.5% among 130,000. AID 902; also: nearly all actives have a fitted effect of over 55% in size
Active calls of the source: *; ? = inconclusive; . = no result given; [ ] = dose if it differs, or a comment. Unless noted, calls follow the shape of the dose curve; as a rule, active = well fitted curve in the direction sought with a large enough effect; inconclusive = small, poorly fitted or top-dose-only effect, or another doubt; inactive = no such curve, though single readings can be large; an effect the other way counts as inactive or inconclusive. Unless noted, % is scaled to controls: 0 for no effect and ±100 for the full control effect; potency is read from the fitted curve at half-maximal effect.

Sample of the layout, three compounds:
SMILES	p53ts 32C tox	IkB signaling	p53ts 39C tox	Peg3 imprint
O=C(OC1Cc2c(O)cc(O)cc2OC1c1cc(O)c(O)c(O)c1)c1cc(O)c(O)c(O)c1 (centres undefined)	-7%	.	-10%	-4%
CC(C)CN1CC2(CCN(C(=O)c3csnn3)CC2)C1	6%	-0.1%[11.4 µM]	11%	.
COc1cc(-c2noc(-c3cc(C)[nH]n3)n2)cc(OC)c1OC	-1%	2.8%	7%	6%[10.9 µM]

The list itself, previewed entries included:
SMILES	p53ts 32C tox	IkB signaling	p53ts 39C tox	Peg3 imprint
O=C(OC1Cc2c(O)cc(O)cc2OC1c1cc(O)c(O)c(O)c1)c1cc(O)c(O)c(O)c1 (centres undefined)	-7%	.	-10%	-4%
CC(C)CN1CC2(CCN(C(=O)c3csnn3)CC2)C1	6%	-0.1%[11.4 µM]	11%	.
COc1cc(-c2noc(-c3cc(C)[nH]n3)n2)cc(OC)c1OC	-1%	2.8%	7%	6%[10.9 µM]
COc1cccc(-n2c(Cc3cc(=O)[nH]c(=O)[nH]3)nnc2SCC(=O)Nc2ccccc2)c1	1%	-1.8%	-12%	-2%
COC(=O)c1ccc(C(NC(=O)OCc2ccccc2)/C(C)=C/[C@@H](C)C(=O)Nc2ccc(OC)cc2)cc1 (some centres undefined)	10%	.	-4%	-11%
CCOC(=O)c1sc(NC(=O)c2noc3c2CCCC3)c(C(=O)OCC)c1C	0%	2.7%	-6%	7%
COc1ccc2c(c1)c(=O)c(C(=O)c1ccccc1)cn2CC(=O)Nc1ccc2c(c1)OCO2	-2%	0.8%	-13%	-6%[10.9 µM]
CCOc1ccccc1NC(=O)CCS(=O)(=O)c1ccc(OC)cc1	-5%	-0.7%	-1%	16%[10.9 µM]
COc1cccc(C(=O)N2CCN(C(=O)c3cccs3)CC2)c1OC	2%	2.4%	7%	-5%
Cc1cc(C=O)c(C)n1-c1ccc(N2CCOCC2)cc1	2%	.	16%	.
COC(=O)c1cc(S(=O)(=O)NCC2CCN(Cc3cccc(F)c3)CC2)c[nH]1	4%	-3.0%	4%	-7%[10.9 µM]
COc1ccccc1CNC(=O)C1CCN(Cc2nc(-c3cccc(Cl)c3)oc2C)CC1	1%	1.5%	-2%	-12%
COc1ccc(S(=O)(=O)N(CCc2ccccc2)CC(=O)NCc2ccccc2)cc1OC	3%	?	5%	-9%[10.9 µM]
Cn1c(=O)c2c(c3ccccc31)OC(=O)CC2c1cccc(F)c1 (centres undefined)	1%	?	5%	3%[10.9 µM]
COc1ccc(C2=NOC(C(=O)NC(C)C)C2)cc1 (centres undefined)	9%	-3.1%	-16%	-4%
CCS(=O)(=O)c1c(S(=O)(=O)CC)c2cc(C(C)(C)C)ccn2c1C(=O)c1ccc(F)cc1	7%	2.1%	20%	8%[10.9 µM]
CCOC(=O)CN1CC23C=CC(O2)C(C(=O)NC2CCCC2)C3C1=O (centres undefined)	-2%	-0.3%	7%	0%
CCOc1cc(-c2noc(N)c2C(=O)OC)cc(OCC)c1OCC	10%	-2.7%	10%	-13%
CCOc1ccc(C2C(C(=O)Nc3ccccc3)=C(C)Nc3nc(-c4ccccc4)nn32)cc1OC (centres undefined)	5%	?	1%	-10%[10.9 µM]
Cn1c(/N=C/c2cc(Cl)ccc2O)nc2ccccc21	4%	?	3%	-12%
CC(=O)Oc1ccc(C)cc1N1C(=O)c2ccc(C(=O)O)cc2C1=O	5%	0.6%	1%	-1%
CCOc1ccc(CCNC(=O)c2cc3c(s2)-c2ccccc2OC3)cc1OCC	2%	0.3%	-11%	9%[10.9 µM]
O=C(CCNS(=O)(=O)c1cccc2nsnc12)NCc1cccs1	-1%	-0.8%	-2%	-6%
O=C(NCc1ccccc1Cl)C1CCCN(c2nc3ccccc3n3cccc23)C1 (centres undefined)	4%	-1.3%	?	-13%[10.9 µM]
COc1ccc(N2CCN(S(=O)(=O)c3ccc(OC)c(-c4noc(C)n4)c3)CC2)cc1	4%	?	-32%	10%[10.9 µM]
CC1CCN(c2ccc(NC(=O)c3cccc(Cl)c3)cc2C(=O)O)CC1	8%	0.5%	19%	19%[10.9 µM]
CCOc1ccccc1NC(=O)CN1C(=O)CC(c2ccc(OC)c(OC)c2)Sc2ccccc21 (centres undefined)	3%	?	-21%	-14%[10.9 µM]
Cc1ccc(Cl)cc1N1CCN(C(=O)C2CCCN(S(=O)(=O)c3cnc[nH]3)C2)CC1 (centres undefined)	-3%	5.8%	-2%	-14%
COC(=O)c1c(C(=O)OC)c2n(c1C)CCC2	2%	2.8%	8%	-1%
COc1cc(C2CC(=O)C=C(O)C2)cc(OC)c1OC (centres undefined)	5%	-0.2%	11%	-4%
CC(C)(C)NC(=O)c1oc2ccccc2c1NC(=O)c1ccccc1F	-5%	?	-19%	-10%[10.9 µM]
COCCn1nnnc1CN1CCN2CCCC2C1 (centres undefined)	-2%	-0.5%	4%	0%
COc1cccc(CNC(=O)Nc2ccc3c(c2)N(C)C(=O)c2ccccc2S3)c1	16%	2.8%	-9%	-11%[10.9 µM]
Cc1ccc(CNC(=O)c2cc3sccc3n2Cc2ccc(Cl)cc2)cc1	4%	4.2%	-15%	-10%[10.9 µM]
COc1cccc(-c2cncnc2NCc2ccccc2)c1	-9%	3.0%[11.4 µM]	-10%	-10%
O=C(NCCCO)C(=O)Nc1c2c(nn1-c1ccccc1)CSC2	-9%	-1.4%	-15%	-7%[10.9 µM]
O=C(OCC#CCSc1nc2ccccc2o1)c1cc2ccccc2o1	-13%	.	2%	.
O=C(COc1ccccc1)N(Cc1cc2ccccc2[nH]c1=O)CC1CCCO1 (centres undefined)	6%	1.1%	4%	-8%
Cc1ccc(Cl)cc1-n1nnc(-c2nc(-c3ccc4c(c3)OCO4)no2)c1C	-8%	-2.2%	-20%	-7%[10.9 µM]
CC1(C)OC(=O)N(Cc2ccco2)C1(C)O (centres undefined)	-10%	-0.8%	-7%	13%
O=c1c2cn[nH]c2nc(SCc2cccc(Br)c2)n1-c1ccc(Cl)cc1	?	?	?	-13%[10.9 µM]
CCN1CCCC1CNc1ncnc2c1[nH]c1ccc(Cl)cc12 (centres undefined)	-6%	6.7%	-3%	-5%
Cc1c(C(=O)Nc2ccc(Br)cc2F)sc2ncnc(N(C)C3CCCCC3)c12	0%	?	-6%	-11%[10.9 µM]
CCN(Cc1ccccc1)C(=O)C1CCC(CNS(=O)(=O)c2ccc3c(c2)CCCC(=O)N3)CC1 (centres undefined)	-6%	0.7%	-18%	-13%[10.9 µM]
O=C(NCc1ccccc1)c1ccc2c(c1)N(Cc1cccc(Cl)c1)C(=O)c1ccccc1S2(=O)=O	-6%	-0.7%	15%	-11%[10.9 µM]
O=C(CCNC(=O)Cn1cnc2ccccc2c1=O)NCCC1=CCCCC1	-7%	-0.8%	-8%	-16%
O=C(O)c1ccc(COCC(F)(F)F)cc1	-6%	0.6%	7%	-11%
COc1cc(NC(=O)CCc2ccccc2)c(C(=O)O)cc1OC	3%	7.1%	12%	-6%
S=C1N[C@H](c2ccccc2)N[C@H](c2ccccc2)S1	6%[9.22 µM]	0.8%[11.4 µM]	7%[9.22 µM]	-12%[10.9 µM]
Cc1ccc(CNC(=O)CSCc2nc(-c3ccc(Cl)cc3)oc2C)cc1	-7%	0.2%	-12%	-9%[10.9 µM]
CCOc1ccccc1NC(=O)c1cc2ccc3cccnc3c2[nH]1	-13%	3.4%	?	11%[10.9 µM]
CCc1ccccc1NC(=O)c1ccc2nc(CCc3ccccc3)oc2c1	2%	3.2%	-13%	?
CCOC(=O)c1c(NC(=O)CNCC(O)CO)sc(C)c1C (centres undefined)	0%	-0.7%	1%	.
COc1ccc(OC)c(NC(=O)CN(c2ccc(C)cc2)S(=O)(=O)c2c(C)noc2C)c1	0%	?	4%	-7%
CN1C(=O)c2ccc(NC(=O)C3CCCCC3)cc2C1=O	-2%	-0.5%	-2%	-2%
COc1ccc(N2CCN(C(=O)Cn3nnc(-c4ccc(OC)c(OC)c4)n3)CC2)cc1	-11%	-0.1%	-7%	-7%
CN(CC(=O)NC1CCCCC1)S(=O)(=O)c1cccc2nsnc12	1%	-1.2%	2%	-9%
COc1ccc(NC(=O)Cn2c(=O)cc(C)c3c(C)nn(C)c32)cc1	4%	?	10%	-14%[10.9 µM]
C=CCNS(=O)(=O)c1sccc1/C=N/O	1%	0.7%	6%	7%
COC(=O)[C@@]1(Cc2ccccc2)[C@H]2c3cc(C(=O)N4CCCC4)n(Cc4ccc(O)c(OC)c4)c3C[C@H]2CN1C(=O)c1ccccc1	21%	.	-4%	-18%

Further entries follow.
SMILES	p53ts 32C tox	IkB signaling	p53ts 39C tox	Peg3 imprint
CC(C)N1C(=O)C2C(C(=O)NC3CCCCC3)C3C=CC2(O3)C1C(=O)NC1CCCCC1 (centres undefined)	4%	0.4%	-1%	-6%
COc1ccc(C2C(C(=O)Nc3ccc(C)cc3C)=C(C)Nc3nc(SC)nn32)cc1OC (centres undefined)	-4%	?	-3%	-5%[10.9 µM]
CCN1CCN(C(=O)Nc2ccc(Cc3ccc(NC(=O)N4CCN(CC)CC4)cc3)cc2)CC1	-27%	2.4%	-10%	-3%
COc1cccc(NC(=O)NCc2ccc3c(c2)CCN3C(=O)c2ccccc2)c1	5%	?	-10%	-1%[10.9 µM]
CCOc1ccc(Sc2cc(C(=O)NCCc3ccccc3)c3ccccc3n2)cc1	7%	0.8%	-14%	-22%[10.9 µM]
CCOC(=O)CN(Cc1ccccc1)C(C(=O)NC1CCCCC1)c1ccc(OC)cc1 (centres undefined)	24%	3.9%	?	-3%[10.9 µM]
COc1ccc(/C=C(\C#N)c2nc(-c3cc4c(ccc5ccccc54)oc3=O)cs2)cc1O	-1%	?	-10%	-3%[10.9 µM]
O=C(CSc1oc(-c2ccc(F)cc2)nc1S(=O)(=O)c1ccccc1)NC1CCCCC1	2%	?	-12%	-12%[10.9 µM]
C/C=C/COC(=O)c1[nH]c2c(c1C)C(=O)CC(c1ccc(N(C)C)cc1)C2 (centres undefined)	0%	6.6%	-9%	-10%
CCCn1c(=O)c(C(=O)Nc2cnccn2)c(O)c2ccccc21	5%	-0.8%	12%	18%
CCCCNC(=O)CN1CCN(c2ccc(NC(=O)c3ccc(OC)cc3)cc2C(=O)O)CC1	-2%	0.9%	-13%	-7%[10.9 µM]
O=C(NCCN1CCCC1)c1ccc(CS(=O)(=O)c2c(Cl)cccc2Cl)o1	-5%	-1.0%	3%	-4%
COc1cccc(CNC(=O)CCc2c(C)c3ccc(O)c(C)c3oc2=O)c1	12%	-0.9%	0%	-12%[10.9 µM]
Cc1cccc(N(CC(=O)Nc2ccc(Br)cc2)S(C)(=O)=O)c1C	-5%	?	-15%	-15%[10.9 µM]
Cc1cc(C)cc(C(=O)Nc2cc(C(F)(F)F)ccc2N2CCN(c3ccccc3)CC2)c1	-10%	-3.3%	33%[activator]	-10%[10.9 µM]
COCc1nnc(NC(=O)C(C)C)s1	12%	-3.7%	13%	-5%
O=C(CSc1nnc(CNC(=O)c2ccccc2F)o1)NCCc1ccccc1	6%	-2.5%	7%	0%
COc1ccc(NC(=O)Cn2cc(C(=O)c3ccccc3)c(=O)c3cc(OC)ccc32)c(OC)c1	0%	-0.4%	11%	-13%[10.9 µM]
COc1cccc(CNS(=O)(=O)c2c(C(=O)N3CCC(C)CC3)c(C)n(C)c2C)c1	1%	-1.2%	-22%	-5%[10.9 µM]
Cc1ccc2c(c1)N(C(=O)N1CCC(C(=O)NCc3ccco3)CC1)CC(C)O2 (centres undefined)	9%	?	7%	3%[10.9 µM]
CCOc1ccc(S(=O)(=O)NCCc2sc3nc(-c4ccc(C)cc4)nn3c2C)cc1	10%	?	-20%	-19%[10.9 µM]
O=S(=O)(c1ccccc1)N1C2CCC1CC(O)(c1cccnc1)C2 (centres undefined)	-7%	1.5%	-25%	-8%

Bioassay records: PubChem, National Center for Advancing Translational Sciences (NCATS)

Not a hit list, and some 1.8% of all compounds hit somewhere here.
